Assay outcomes from PubChem.
Large T inhibition = SV40 large T antigen inhibitors, biochemical (AID 1903); SV40 large T antigen ATPase/helicase inhibition assay; higher % means a stronger effect; one-dose inhibition, % at 20 µM; IC50 in µM for titrated hits; 0.39% of 310,000 active; in the data active = a potency from the dose series; inconclusive = inhibition mostly from about 32% at the one dose, without a potency; inactive = the rest, 99 in 100 with inhibition below about 32%; note: strong numbers were not always called active
K1F lysis inhibition = inhibition of K1F phage lysis, E. coli UTI89, bacterial capsule biogenesis inhibitors, alamar blue (AID 488966). E. coli UTI89 K1F phage lysis, alamar blue, 2 h; higher % means a stronger effect. one-dose inhibition, % at 100 µM; IC50 in µM for titrated hits. 0.02% of 340,000 active;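 active = phage lysis inhibition, versus mean bacterial control, above a set limit; inconclusive = no clear call, values can overlap the other calls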;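 note: capsule biogenesis inhibitors block K1F phage lysis so surviving cells raise fluorescence; higher fluorescence means more inhibition of phage lysis; actives were called in the ten point dose series up to 300 µM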
T cell modulator = modulators of CD8 T cell-vesicle binding, primary screen, mouse 2C CD8+ T cells, flow cytometry | calls only at 7 µM | 2C CD8+ T cell-vesicle binding; active compounds read low | 0.068% of 330,000 active | AID 2052, 2009;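 active = response, share of CD8 T cells binding vesicles, and their 90th percentile fluorescence all below set limits, cut at about 80% in these data, passing the limit was not always enough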
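Test system: purified 2C TCR transgenic mouse naive CD8+ T cells. Probe or stimulus: QL9-peptide-loaded Drosophila micro-vesicles bearing Ld, ICAM-1 and B7-1. Incubation: binding step 1.5 h, 37 °C, antibody labelling 20 min, ice. Measured by: flow cytometry of vesicle-bound cells.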
NTR1 agonist = agonists of NTR1, primary screen, imaging, U2OS cells, beta-arrestin-GFP, high content (AID 493036); activation, % at 20 µM; NTR1-U2OS beta-arrestin-GFP spot imaging, agonist mode; Neurotensin receptor type 1 (Homo sapiens), P30989; 0.17% of 330,000 active;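 active = activation at or above 40% of the spot to cytoplasm intensity ratio, with at least 20 cells analyzed; inconclusive = wells under 20 cells, flagged as cytotoxic or low count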;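 note: 0% = DMSO without peptide and 100% = 100 nM NTR1 peptide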
Target sequence (P30989 whole entry, looked up): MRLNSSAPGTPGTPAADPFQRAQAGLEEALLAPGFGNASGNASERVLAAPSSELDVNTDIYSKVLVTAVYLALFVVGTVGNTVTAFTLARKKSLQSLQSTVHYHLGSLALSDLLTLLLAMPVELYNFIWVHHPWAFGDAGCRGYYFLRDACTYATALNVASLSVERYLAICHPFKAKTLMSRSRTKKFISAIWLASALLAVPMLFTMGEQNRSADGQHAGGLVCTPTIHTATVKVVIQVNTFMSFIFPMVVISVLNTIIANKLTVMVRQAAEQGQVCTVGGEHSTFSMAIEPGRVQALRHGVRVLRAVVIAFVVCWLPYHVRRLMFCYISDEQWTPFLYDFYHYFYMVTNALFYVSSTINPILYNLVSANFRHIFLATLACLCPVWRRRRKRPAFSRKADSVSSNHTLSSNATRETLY
MgcRacGAP inhibition = MgcRacGAP GTPase-activating activity inhibitors, confirmation, biochemical, ADP Hunter fluorescence; Rac GTPase-activating protein 1 (Homo sapiens); MgcRacGAP-stimulated Rac1 GTP hydrolysis, ADP Hunter fluorescence; higher % means a stronger effect; GST-tagged Rac1 F28L mutant substrate; inhibition, % at 30 µM; hits with a dose series show IC50 in µM; 0.6% of 340,000 active; AID 624330, 2012;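 active = first-screen hits whose inhibition reached a set limit at any dose in the follow-up dose series; inconclusive = inhibition above the set first-screen limit but never retested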;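 note: fluorescence reports GDP produced by GAP-driven GTP hydrolysis; strong numbers were not always called active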
RSV antiviral HEp-2 = RSV antiviral activity via CPE protection, HEp-2 cells, primary 10 µM value included (AID 2391); HEp-2 cells, RSV-induced CPE inhibition; higher % means a stronger effect; CPE inhibition, % at 10 µM, or IC50 in µM where a hit was titrated; 0.13% of 310,000 active; in the data active = a potency from the dose series; inconclusive = CPE inhibition mostly from about 23% at the one dose, without a potency; inactive = the rest, 99 in 100 with CPE inhibition below about 21%; note: strong numbers were not always called active
Salmonella PhoP GFP = inhibitors of PhoP regulon expression, primary screen, Salmonella Typhimurium, GFP reporter (AID 1863) | inhibition, % at 50 µM; hits with a dose series show IC50 in µM | S. Typhimurium PhoP-regulated promoter GFP reporter, 4 h; higher % means a stronger effect | 0.16% of 300,000 active;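 active = inhibition over 29.93%, a cutoff 3 SD above the screen mean, later confirmed by dose response; inconclusive = inhibition over 29.93% but no dose response follow-up; inactive = inhibition at most 29.93% or unconfirmed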;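 note: 0% = low Mg2+ inducing control and 100% = high Mg2+ repressing control; strong numbers were not always called active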
Myeloid diff MLP = induction of myeloid progenitor differentiation, primary screen, cell-based, flow cytometry, MLPCN library | ER-HoxA9 myeloid progenitors, lysozyme-GFP differentiation | calls only at 10 µM | 1% of 360,000 active;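 active = normalized GFP-positive differentiation at or above the plate's own cutoff, the solvent-only control mean plus 3 SD; inconclusive = no clear call, values can overlap the other calls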;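 note: cells exposed to compound for four days before flow analysis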
TNAP activation fold = human TNAP enzyme activators, primary screen, biochemical, luminescent, no phosphate acceptor, uHTS (AID 1001); purified TNAP, luminescent activation assay, no phosphate acceptor; higher activation fold means a stronger effect; activation fold at 20 µM, or EC50 in µM where a hit was titrated; 0.03% of 200,000 active; in the data active = activation fold from about 3, or a potency from the dose series; inactive = the rest, 99 in 100 with activation fold below about 1.6; note: many of its hits are not listed in these tables
T cell modulator vesicle-bound % = second read-out of T cell modulator, no call of its own (marks repeat the call); double positive events, %; measured here: CD8+ vesicle-bound cell fraction;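 binding gate set so that unloaded-vesicle control wells show 10% double positive cells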
NTR1 agonist cell count 20 µM = further read-out of NTR1 agonist, marked with its call; cell count; measured here: cell count, cytotoxicity flag
Myeloid diff MLP GFP+ MAC1+ % = also measured in Myeloid diff MLP; calls as there; GFP+ MAC1+ double positive, %; measured here: differentiation confirmed by MAC1 staining
Starred values were filed as active, the others as inactive; i = inactive; ? = inconclusive; . = no result given; [ ] = remark or other dose.

SMILES	Large T inhibition	K1F lysis inhibition	T cell modulator	T cell modulator vesicle-bound %	NTR1 agonist	NTR1 agonist cell count 20 µM	MgcRacGAP inhibition	RSV antiviral HEp-2	Salmonella PhoP GFP	Myeloid diff MLP	Myeloid diff MLP GFP+ MAC1+ %	TNAP activation fold
O=C(O)CNC(=O)c1ccc(N2CCOCC2)cc1[N+](=O)[O-]	17%	-0.1%	i	25	-0.1	53	14%	0.7%	-1%	i	0.8	1.1
CN(c1ccc(O)cc1)c1nc(-c2ccccc2)cs1	29%	-2.1%[50 µM]	i	23	.	.	58µM*	16%	17%	i	0.9	1
CCC(C(=O)NCCCN1CC(C)CC(C)C1)n1nc(C)c2sc3ccccc3c2c1=O (centres undefined)	2%	0.5%	i	28	1.0	56	8%	.	9%	i	2.8	.
N#CC1(NC(=O)COC(=O)c2nccnc2N)CCCCC1	16%	0.6%[50 µM]	i	32	-0.1	65	5%	0.4%	-6%	i	0.3	.
CC(=O)Nc1ccc(S(=O)(=O)N2CCN(C(=O)c3ncoc3-c3ccccc3F)CC2)cc1	9%	0.1%	i	39	-1.0	43	4%	2.9%	-10%	i	0.5	.
CCN1/C(=C2\OC(=S)N(C)C2=O)Sc2ccccc21	15%	-0.2%	i	35	-1.8	66	2%	2.4%	-2%	i	0.7	1
Cc1c(CCOC(=O)c2ccc(Cl)cc2Cl)sc[n+]1CC(=O)c1ccccc1	.	?	i	34	2.8	49	-35%	.	.	i	2.0	.
C=CCc1ccc(OCC(O)CN2CCN(c3ccccc3)CC2)c(OC)c1 (centres undefined)	4%	0.1%	i	31	-0.5	97	6%	-0.9%	-2%	i	0.5	.
CCOc1ccc(-c2nc(=S)[nH][nH]2)cc1	>100µM*	-0.2%	i	55	-0.2	58	5%	6.2%	-22%	i	1.2	1.2
CC(NC(=O)NCC1CCCO1)(C(F)(F)F)C(F)(F)F (centres undefined)	12%	-0.9%[50 µM]	i	53	-1.7	47	11%	0.5%	-6%	i	1.5	1.1
C=CCN(CC=C)c1cnn(-c2nc3ccccc3[nH]2)c(=O)c1Cl	7%	3.9%	i	40	-0.3	63	4%	-0.1%	3%	i	0.5	1
Cc1ccc(CNC(=O)COC(=O)C2CC2)cc1	.	1.2%[50 µM]	i	29	-0.6	62	1%	0.0%	.	i	0.8	.
CC(=O)Nc1ccccc1NC(=O)c1ccc(C)c(C)c1	-1%	0.5%	i	28	-0.9	64	-3%	0.7%	-6%	i	0.4	1.1
Cc1cc(NC(=O)COC(=O)Cn2[nH]c(=O)c3ccccc3c2=O)c([N+](=O)[O-])cc1C	.	1.4%	i	56	1.1	41	4%	.	.	i	0.2	.
CCCS(=O)(=O)c1nc(S(=O)(=O)c2ccc(C)cc2)c(N2CCc3ccccc3C2)s1	-2%	2.4%	i	52	-1.0	50	13%	9.7%	-3%	i	0.9	1
CC(C)c1ccc(C2C(C#N)=C(N)N3C(=C2C#N)Sc2ccccc23)cc1 (centres undefined)	0%	.	i	46	2.0	63	.	-0.3%	18%	.	.	1.2
O=C(COC(=O)c1ccc(Cl)c(S(=O)(=O)N2CCCCC2)c1)NCc1ccco1	3%	0.4%	i	48	1.4	39	6%	-0.4%	0%	i	0.5	1.1
Cc1ccc(-n2c(-c3cccnc3)n[nH]c2=S)c(C)c1	8%	0.1%	i	37	-3.0	100	4%	93%	-3%	i	2.9	1.1
Cc1ccc2nc(N3CCN(C(=O)c4ccco4)CC3)sc2c1	8%	2.0%[50 µM]	i	19	0.4	73	1%	8.9%	5%	i	1.1	.
Cc1nnsc1NC(=O)OCC(C)C	-3%	-2.3%[50 µM]	i	45	-0.3	65	4%	-0.6%	11%	i	0.8	1.1
CCOc1ccc(C(=O)NCCC(=O)N2CCC3(CC2)NCCc2[nH]cnc23)cc1OCC	5%	0.0%	i	21	0.6	66	7%	2.2%	-5%	i	3.6	.
O=C(Nc1ccc2nc(-c3ccco3)c(-c3ccco3)nc2c1)N1CCN(c2ccccn2)CC1	20%	-0.3%[50 µM]	i	4	0.4	73	13%	9.1%	-7%	i	1.1	1
O=C(CSCc1c(Cl)cccc1Cl)NN1C(=O)c2ccccc2C1=O	-2%	0.3%	i	30	1.9	75	0%	0.2%	11%	i	7.7	0.8
CC1(C(=O)c2ccccc2)C2c3c(ccc4ccccc34)OC(=O)C21C(=O)N1CCOCC1 (centres undefined)	3%	0.1%	i	44	2.9	45	12%	0.3%	-4%	i	0.9	1.1
COc1ccc(C(C#N)(CC(=O)O)c2cnccn2)cc1OC (centres undefined)	29%	0.1%	i	32	1.4	90	4%	4.7%	.	i	1.2	.
Brc1cccc(-c2cnco2)c1	5%	0.3%	i	18	-1.7	56	9%	6.6%	1%	i	0.4	1.1
COC(=O)c1cn(-c2ccccc2)nc1C(=O)OC	3%	0.1%	i	41	-2.4	49	7%	2.1%	17%	i	2.4	1.1
CCCC(NC(=O)C(C)N1CCN(S(=O)(=O)c2ccccc2)CC1)c1ccccc1 (centres undefined)	.	0.2%[50 µM]	i	28	6.1	39	2%	0.1%	.	i	0.6	.
O=C(NNC(=O)c1cc([N+](=O)[O-])ccc1Cl)c1cccnc1	4%	-0.1%	i	16	-0.5	61	3%	1.0%	-1%	i	0.4	.
Cc1cccn2c(CNCCc3ccco3)c(C(=O)N3CCOCC3)nc12	.	-0.2%[50 µM]	.	.	1.2	51	5%	.	.	i	0.8	.
CCc1ccc(CN2CCC(n3nccc3NC(=O)Cc3ccccc3)CC2)o1	13%	0.1%	i	64	1.7	68	7%	0.9%	0%	i	1.5	.
CCn1c(Cc2ccc(OC)cc2)nnc1SCc1nc2ccccc2c(=O)[nH]1	11%	-2.4%	i	52	2.9	51	4%	-0.2%	3%	i	0.1	1.1
Cc1ccc2c(CNCc3ccco3)cc(=O)oc2c1	13%	7.5%	i	12	-1.8	55	5%	-0.4%	4%	i	0.8	1
O=C(CSc1n[nH]c(=O)n1-c1ccc2c(c1)OCCO2)Nc1ccccc1	5%	0.6%	i	30	0.1	44	7%	1.2%	-4%	i	0.8	.
C=CCN1CCN(C(CC(C)C)c2nnnn2CCOC)CC1 (centres undefined)	-5%	0.0%	i	46	-1.9	13	9%	0.9%	2%	i	0.7	1.1
COC(=O)COc1cccc(-n2cnnn2)c1	8%	-0.1%	i	19	0.2	76	9%	2.2%	0%	i	2.7	1.1
CC(=O)Nc1c(Cl)n(C(C)=O)c2ccccc12	1%	0.2%	i	49	-0.3	66	3%	1.0%	-2%	i	0.6	1
OCCC1CN(Cc2nc3ccccc3s2)CCN1CCc1ccccc1 (centres undefined)	5%	0.2%	i	22	0.6	75	3%	-1.3%	-1%	i	0.3	1
COCC1CCCCC1OS(N)(=O)=O (centres undefined)	5%	1.8%	i	31	-3.4	90	10%	1.4%	-4%	i	0.6	.
CN(C)/N=C1\C(=O)N(CN2CCN(c3ccccc3)CC2)c2ccccc21	.	0.1%[50 µM]	i	30	-0.2	62	2%	-0.3%	.	i	1.4	.
O=C(C1=C[C@H](c2ccc(C(F)(F)F)cc2)C[C@H](OCCCCO)O1)N1CCN(Cc2ccccc2)CC1	4%	0.1%	i	23	2.3	99	9%	3.4%	-15%	i	1.0	1
CC(=O)N1CCc2cc(S(=O)(=O)CCC(=O)N3CCN(c4ccccc4F)CC3)ccc21	.	-0.5%	i	5	-0.5	55	-27%	1.0%	0%	?	.	.
CC1=CC2=NC(=O)CC(C)(C(=O)N(CC(=O)NC3CCCC3)Cc3ccccc3)N2C=C1 (centres undefined)	11%	0.7%	i	25	-0.3	49	5%	1.9%	-1%	i	1.3	.
O=C(CSc1nn(-c2ccc(Cl)cc2)c(=S)s1)N1CCN(C(=O)c2ccco2)CC1	-1%	-1.1%	i	6	1.1	42	7%	4.1%	-4%	i	1.3	1

Structures from the list above that contain a furan ring, fused or not (seven):
SMILES	Large T inhibition	K1F lysis inhibition	T cell modulator	T cell modulator vesicle-bound %	NTR1 agonist	NTR1 agonist cell count 20 µM	MgcRacGAP inhibition	RSV antiviral HEp-2	Salmonella PhoP GFP	Myeloid diff MLP	Myeloid diff MLP GFP+ MAC1+ %	TNAP activation fold
O=C(COC(=O)c1ccc(Cl)c(S(=O)(=O)N2CCCCC2)c1)NCc1ccco1	3%	0.4%	i	48	1.4	39	6%	-0.4%	0%	i	0.5	1.1
Cc1ccc2nc(N3CCN(C(=O)c4ccco4)CC3)sc2c1	8%	2.0%[50 µM]	i	19	0.4	73	1%	8.9%	5%	i	1.1	.
O=C(Nc1ccc2nc(-c3ccco3)c(-c3ccco3)nc2c1)N1CCN(c2ccccn2)CC1	20%	-0.3%[50 µM]	i	4	0.4	73	13%	9.1%	-7%	i	1.1	1
Cc1cccn2c(CNCCc3ccco3)c(C(=O)N3CCOCC3)nc12	.	-0.2%[50 µM]	.	.	1.2	51	5%	.	.	i	0.8	.
CCc1ccc(CN2CCC(n3nccc3NC(=O)Cc3ccccc3)CC2)o1	13%	0.1%	i	64	1.7	68	7%	0.9%	0%	i	1.5	.
Cc1ccc2c(CNCc3ccco3)cc(=O)oc2c1	13%	7.5%	i	12	-1.8	55	5%	-0.4%	4%	i	0.8	1
O=C(CSc1nn(-c2ccc(Cl)cc2)c(=S)s1)N1CCN(C(=O)c2ccco2)CC1	-1%	-1.1%	i	6	1.1	42	7%	4.1%	-4%	i	1.3	1
